From PubChem BioAssay
MPTP block: permeability transition pore inhibition; inhibition, % at 10 µM; AID 602449; isolated mouse mitochondria, Ca2+ swelling absorbance, 30 min; actives 1.4% (n = 360,000);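 active means inhibition of 50% or more, scaled per plate between neutral and stimulator controls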;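 further: 0% = DMSO wells given calcium and 100% = 1 mM EGTA wells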
An asterisk follows results filed as active. The list is partial; the hit share may differ from the screen's.

mol,MPTP block
CN1CCCC(C)(C(=O)Nc2ccc(-n3cccc3)cc2)C1 (configuration not stated),-1.8
COc1ccc(C(=O)Nc2nc(CC(=O)NCc3c(F)cccc3F)cs2)cc1,0.0
COc1cccc(/C=N/NC(=O)c2nnn(-c3nonc3N)c2CN(C)C2CCCCC2)c1,0.4
CCCCCCN1C[C@@H](n2cc(-c3ccc(F)cc3)nn2)[C@H](O)C[C@@H]1c1ccccc1,-0.7
Cc1onc(-c2ccccc2)c1C(=O)NC1CCCCC1C (configuration not stated),1.0
CN(C)C(=O)CNc1ccn2nc(-c3cccc(OCCN4CCOCC4)c3)cc2n1,0.3
CCOC(=O)C(Cc1ccc(O)cc1)NC(=O)c1cc2c(cn1)[nH]c1ccccc12 (configuration not stated),0.9
O[C@H]1CN(Cc2cccs2)[C@@H](c2ccccc2)C[C@@H]1n1cc(C2CC2)nn1,-1.0
CCOc1ccc(CCN2C(=O)C(=O)N([C@@H](Cc3ccc(O)cc3)CN3CCC[C@H]3CN3C(=O)C(=O)NC[C@@H]3CC(C)C)C[C@@H]2Cc2ccccc2)cc1,-0.7
CC(=O)Nc1ccc(C(=O)N2CCCCC2c2cc(C(=O)NC(C)C)no2)cc1 (configuration not stated),-2.6
O=C(O)c1ccccc1-c1ccc(C=c2sc3nc4cc(Br)cnc4n3c2=O)o1,1.2
O=C(Nc1ccc([N+](=O)[O-])cc1)c1cccc([N+](=O)[O-])c1,4.1
CCCCCc1c(-c2ccc(OC)c(OC)c2)ncn1CCc1ccccc1OC,5.6
CCOC(=O)[C@]12CCC=C1N(Cc1ccccc1)C(=O)[C@H](CC(=O)NCc1ccccc1)C2,-2.3
CC(=O)C1=CCC(c2ccc(C(C)C)cc2)N(S(=O)(=O)c2ccc(C)cc2)C1 (configuration not stated),1.4

Following part:
mol,MPTP block
CC1(C)CN(Cc2ccccc2)C(=O)[C@H]1CC(=O)Nc1ccc(Br)cc1,1.4
O=C(Nc1ccc(F)cc1)C(c1cccc(F)c1)N1CCN(Cc2c(F)cccc2Cl)CC1 (configuration not stated),-1.0
CSc1ccc(OC2(C)CCN(Cc3ccc4c(c3)OCCO4)C2)cc1 (configuration not stated),-0.2
CCOC(=O)C1=C[C@@H](C(C)(C)C)N(S(=O)(=O)c2ccc(C)cc2)[C@H]1c1ccc(C)cc1,0.5
O=C1NC[C@H](CCCCN2CCN(CCc3ccccc3)C(=O)C2=O)N(CC2CCCCC2)C1=O,-0.5
CN(C)c1ccc(CNC(=O)C2Cc3c(-c4cccc(C(N)=O)c4)ccnc3O2)cc1 (configuration not stated),-0.9
C[C@H](O)[C@@H]1CN2CCc3c([nH]c4ccccc34)[C@@H]2C[C@@H]1N(C)C(=O)Nc1ccc(F)cc1,0.2
CNC(=S)N1CCC(C(=O)c2ccc(Cl)cc2)CC1,-0.6
CC(=O)NC(c1ccccc1)c1nc(-c2cccc(C#N)c2)cs1 (configuration not stated),0.9
Cc1ccc(Cc2c(-c3ccco3)nc3ccc(C)cn23)cc1,-1.7
CCOC(=O)c1ccc(-c2ccc(N3C(c4cccc(OC)c4)=Cc4ccc(F)cc4C3CC(C)=O)cc2)cc1F (configuration not stated),1.2
CC(=O)OCC(C)n1c(=O)c2ccccc2n1C(C)=O (configuration not stated),0.0
O=C(CCCN1C(=O)/C(=C\c2cccc(Br)c2)SC1=S)Nc1ccc(C(=O)O)cc1,0.2
Fc1ccc(-c2ccc3nccn3c2)cc1Cl,-2.2
Cc1cc(Cl)ccc1OC(C)C(=O)Nc1cccc(S(=O)(=O)N2CCOCC2)c1 (configuration not stated),2.2

No new results follow: six of the compounds above.
mol,MPTP block
CSc1ccc(OC2(C)CCN(Cc3ccc4c(c3)OCCO4)C2)cc1 (configuration not stated),-0.2
CCOC(=O)C1=C[C@@H](C(C)(C)C)N(S(=O)(=O)c2ccc(C)cc2)[C@H]1c1ccc(C)cc1,0.5
O=C1NC[C@H](CCCCN2CCN(CCc3ccccc3)C(=O)C2=O)N(CC2CCCCC2)C1=O,-0.5
CN(C)c1ccc(CNC(=O)C2Cc3c(-c4cccc(C(N)=O)c4)ccnc3O2)cc1 (configuration not stated),-0.9
C[C@H](O)[C@@H]1CN2CCc3c([nH]c4ccccc34)[C@@H]2C[C@@H]1N(C)C(=O)Nc1ccc(F)cc1,0.2
CNC(=S)N1CCC(C(=O)c2ccc(Cl)cc2)CC1,-0.6

(listing goes on)
mol,MPTP block
CCOC(=O)c1c(C)c(C)n2c1NC(=O)C2,0.7
CCCCC(=O)N(C)c1c(C)nc2ccc(C(=O)N(CC)CCN(C)C)cn12,-1.3
COc1ccc(-c2cc(NC=O)c3ncc(-c4cccc(C(=O)NCCN(C)C)c4)n3c2)cn1,1.4
Cc1nc2ccc(C(=O)N3c4ccccc4N=C(c4ccc(C(F)(F)F)cc4)C3C(=O)NC(C)(C)C)cc2[nH]1 (configuration not stated),1.1
CCOc1cc(/C=N/Nc2ccc(S(=O)(=O)Nc3ccccc3C(=O)O)cc2[N+](=O)[O-])cc(Cl)c1O,14
CC12CCC3c4ccc(O)c([N+](=O)[O-])c4CCC3C1CCC2=O (configuration not stated),2.5
CCc1ccccc1NC(=O)CCC(=O)N1CCN(C(C)=O)CC1,-1.7
Cn1nc(C(C)(C)C)cc1C(=O)N1CCCCC1c1cc(C(=O)Nc2cccc3c2CCCC3)no1 (configuration not stated),-1.3
CC(=O)Nc1cnc(-c2ccccc2O)cn1,-0.6
C=CCNc1ncnc2c1ncn2[C@H]1CN(Cc2ccc(F)cc2)C[C@@H](CO)O1,-1.3
COC(=O)C[C@H]1CC[C@@H](NS(=O)(=O)c2ccc(C)cc2)[C@@H](CO)O1,0.0
O=C(NCCO)c1cccc(-c2cnc3cccnn23)c1,-1.5
Cc1cccc(C)c1-n1nnnc1C1(C)CCC(=O)N1CCCn1ccnc1 (configuration not stated),-0.9
C[C@@H]1CN([C@H](C)CO)C(=O)c2cc(Br)cnc2O[C@H]1CN(C)Cc1cccnc1,-2.1
COC(=O)c1ccc2nc(-c3ccc(C)cc3)c(Cc3cccc(Cl)c3)n2c1,2.5

Reprinted from the part before: three entries, followed by the next part.
mol,MPTP block
Cc1cccc(C)c1-n1nnnc1C1(C)CCC(=O)N1CCCn1ccnc1 (configuration not stated),-0.9
C[C@@H]1CN([C@H](C)CO)C(=O)c2cc(Br)cnc2O[C@H]1CN(C)Cc1cccnc1,-2.1
COC(=O)c1ccc2nc(-c3ccc(C)cc3)c(Cc3cccc(Cl)c3)n2c1,2.5
O=C(O)c1[nH]c(-c2ccccc2)c2c1C(=O)N(C1CC1)C2=O,-1.8
CC(=O)Nc1ccc(C(=O)N2CCCCC2c2cc(C(=O)Nc3ccccc3)no2)cc1 (configuration not stated),1.6
C#CC1(N2CCCCC2)CCCCC1,-0.4
N#Cc1cccc(C(=O)C(=O)N2CCC(Cc3ccccc3)CC2)c1,-1.9
COc1ccc(C(O)c2nc(-c3cnn(C)c3)cs2)cc1 (configuration not stated),-1.1
c1cc(-c2cc3c(o2)CCCC3OCCN2CCOCC2)cs1 (configuration not stated),0.5
COc1ccccc1C#CC1=CC(=O)CC(C)(C)C1,1.7
Cc1ccc(C(=O)Nc2c(-c3ccccc3)[nH][nH]c2=O)cc1,-0.8
CC(C)NC(=O)c1ccc2sc([C@H]3C[C@H](O)[C@@H](CO)O3)nc2c1,-1.9
N#Cc1ccc2sn(-c3ccccc3)c(=O)c2c1,8.9
Cn1c(SCC(=O)NCCC2=CCCCC2)nnc1C(F)(F)F,1.0
COC1CC(N)C2OC(c3ccccc3)OCC2O1 (configuration not stated),1.3
COc1cccc(CN2CCC2(C)C(=O)Nc2ccc(C)cc2)c1F (configuration not stated),-0.8
COc1ccc(CNC(=O)c2sc(=O)n(Cc3ccc(S(=O)(=O)N(C)C)cc3)c2C)cc1,0.7
Cc1ccc(OCCNC(=O)[C@H]2O[C@@H](n3ccc(N)nc3=O)[C@H](O)[C@@H]2O)cc1C,-2.7

Going on with the list.
mol,MPTP block
O=C(C[n+]1cccc(C(=O)Nc2ccccc2)c1)c1ccc(Cl)cc1,3.1
O=C1NC[C@H](Cc2ccccc2)N(C[C@@H]2CCCN2C[C@H](Cc2ccc(O)cc2)N2C[C@H](Cc3ccccc3)N(CCc3ccccc3)C(=O)C2=O)C1=O,-2.7
CCOC(=O)C1(C)CCCN(C(=O)c2ccc(OC)c(OC)c2)C1 (configuration not stated),-1.5
CCCCNC(=O)C1c2ccccc2OCC(=O)N1CCOC (configuration not stated),-1.4
Cc1cc(OCC(=O)OCC(=O)N(Cc2ccccc2)C(C)(C)C)ccc1Cl,-2.3
COC(=O)C1(C(=O)OC)C[C@H](c2ccc(OC)cc2)N(Cc2ccccc2OC)[C@@H]1c1ccccc1,0.8
O=C1NC[C@@H](CCCCN2C[C@H](Cc3ccccc3)N(Cc3ccccc3)C(=O)C2=O)N(Cc2ccccc2)C1=O,-2.0
CC1(C(=O)NS(=O)(=O)c2cccc(F)c2)CCN1C(=O)Cc1ccc(Cl)cc1Cl (configuration not stated),0.2
CC(C)(C)NC(=O)C(c1ccncc1)n1c(=O)c(-c2ccccc2)nc2ccccc21 (configuration not stated),0.3
CCCNC(=O)N1C[C@H](O)COC[C@@H]2O[C@@H](CC(=O)NCCCN3CCOCC3)CC[C@H]21,-0.3
C[C@H]1CN([C@@H](C)CO)C(=O)CCCn2cc(nn2)CO[C@@H]1CN(C)S(=O)(=O)c1ccc(Oc2ccccc2)cc1,0.2
O=C(c1cccs1)N1C[C@H](n2cc(C3CC3)nn2)[C@@H](O)C[C@@H]1c1ccc(Cl)cc1,0.2
CCCCCCN1C[C@H](n2cc(-c3ccc(F)cc3)nn2)[C@@H](O)C[C@@H]1c1ccccc1,-1.5
COc1ccc(-c2csc(C(O)c3ccc(F)c(F)c3)n2)cn1 (configuration not stated),0.0
O=C(Nc1ccc([N+](=O)[O-])cc1Cl)c1cccc([N+](=O)[O-])c1,-0.2

The list goes on.
mol,MPTP block
Cc1cccc(C(=O)N2CCC(C)(C(=O)NS(=O)(=O)C3CC3)C2)c1C (configuration not stated),-0.9
Cc1cccc(C)c1C(O)c1ncc(-c2cccc3ccccc23)[nH]1 (configuration not stated),-0.3
Fc1ccc(Nc2nc(NCc3ccccc3)nc3ccsc23)cc1,4.0
N#CN1C2CCC1CC(O)(c1ccccc1)C2 (configuration not stated),0.9
CCc1nc2ccc(C(=O)Nc3ccc(OC)c(OC)c3)cn2c1N(C)Cc1ccc(OC)cc1,-1.2
Cc1ccc([C@H]2C[C@@H](n3cc(C4CC4)nn3)[C@H](O)CN2C(=O)C2CCCCC2)cc1,-3.0
CCOC(=O)N(C)C[C@H]1OCc2cnnn2CCCC(=O)N([C@@H](C)CO)C[C@@H]1C,-3.4
Cc1cc(F)ccc1-c1cc(C(=O)NCc2ccc(C(F)(F)F)cc2)[nH]n1,29
CC1(C(=O)NS(=O)(=O)c2ccc(F)cc2F)CCN1C(=O)CCc1ccccc1 (configuration not stated),-0.1
O=C(NCC(c1cccs1)N1CCOCC1)c1cc(F)cc(F)c1 (configuration not stated),0.4
CC(C)c1ccc(C(=O)N2CCOCC2c2cc(C(=O)Nc3ccccc3)no2)cc1 (configuration not stated),-0.4
Cn1ccc2c(N3c4ccccc4CCc4ccccc43)cc3c(c21)C1CCC3C1 (configuration not stated),-1.5
CN(C)S(=O)(=O)c1cccc(NC(=O)COc2ccccc2C(=O)Nc2ccccc2)c1,7.1
CCN(CC)C(=O)c1cccc(-c2csc(C(NC(C)=O)c3ccc(F)c(F)c3)n2)c1 (configuration not stated),0.3
CCCCN1CCCCC1(C)C(=O)NCc1cccc(OC)c1 (configuration not stated),-0.9

(continued)
mol,MPTP block
CC(C)n1c(=O)c2ccccc2n1Cc1cn(-c2ccc(Cl)cc2)nn1,-2.8
N#Cc1ccc(C(C(=O)Nc2ccc3c(c2)OCCO3)n2c(=O)c(-c3ccco3)nc3ccccc32)cc1 (configuration not stated),-0.8
COc1ccc2nc(C)cc(Nc3ccccc3OC)c2c1,-0.6
COc1ccc(Br)c(C(=O)N2CCCC2(C)C(=O)NCC(C)C)c1 (configuration not stated),-0.9
COC(=O)C[C@H]1C=C[C@H](NC(=O)Nc2ccccc2OC)[C@@H](CO)O1,-1.1
COc1cc2nn(-c3ccccc3N)nc2cc1OC,-1.3
O=C(NCc1ccc(F)cc1F)[C@@H]1CCCN1C(=O)[C@@H]1CCCN1,-1.5
COc1ccc(S(=O)(=O)NC(=O)C2(C)CCN2C(=O)CC2CC2)cc1 (configuration not stated),-0.8
CCOc1ccccc1-c1cnc(NC)cn1,0.6
Cc1ccc(NC(=O)c2ccc3c(c2)CCN3S(C)(=O)=O)cc1,-0.3
O=C(COC(=O)c1ccccc1)NCC1COc2ccccc2O1 (configuration not stated),-1.2
COc1ccc(-c2ccc(CN3C(CC(C)C)C(=O)N(Cc4cn(CCC5OCCO5)nn4)CCS3(=O)=O)cc2)cc1OC (configuration not stated),-2.3
O[C@H]1C[C@H](c2ccc(Cl)cc2)N(Cc2cccs2)C[C@@H]1n1cc(-c2ccc(F)cc2)nn1,-0.3
CC(=O)Nc1ccc(-c2noc(-c3csc([C@@H]4C[C@H](O)[C@@H](CO)O4)n3)n2)cc1,-0.1
Cc1ccc(Cc2c(-c3ccccc3)nc3c(C)cc(Br)cn23)cc1,2.3

Following part:
mol,MPTP block
CC1(C(=O)Nc2cnc3ccccc3c2)CCN1Cc1ccc2ccccc2c1 (configuration not stated),0.8
O=C(C[C@H]1C[C@@H]2c3cc(NS(=O)(=O)c4ccccc4)ccc3O[C@@H]2[C@H](CO)O1)N1CCOCC1,-1.1
NC(=O)c1cccc(Nc2nc(C(N)COCc3ccccc3)cs2)n1 (configuration not stated),-0.5
CN(C)CCN1CCN(C2CN(Cc3cn(Cc4ccccc4C(F)(F)F)nn3)S(=O)(=O)C2)CC1 (configuration not stated),-0.8
O=C(Cn1sc2ccccc2c1=O)Nc1ccc(Cl)cc1,37
Cc1cnc(C(=O)OCC(=O)c2cc(C)n(CCc3ccc(F)cc3)c2C)cn1,0.9
